Screens: PubChem, several laboratories
DAX1 inh-1 = inhibitors of DAX1 repression of SF-1 activated StAR promoter. inhibition, % at 6.8 µM. AID 652010. hit rate 1.1% among 370,000. HEK293T StAR-luciferase reporter, SF-1/DAX-1 repression relief;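 active = inhibition above the mean over all tested compounds plus 3 SD, cut at about 3.6% in these data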;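 note: 0% = DAX-1 cells with DMSO and 100% = cells lacking DAX-1 with DMSO; higher inhibition means more luminescence from relief of DAX-1 repression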
ADAM17 inh = inhibits human ADAM17; inhibition, % at 6.95 µM; recombinant ADAM17, EDANS/DABCYL FRET peptide cleavage; hit rate 0.83% among 370,000;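 active = inhibition above the mean of compounds lying between control limits plus 3 SD, set per campaign, cut at about 8.5% in these data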;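 note: 0% = DMSO-only wells as the low control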
DAX1 inh-2 = inhibits human nuclear receptor DAX1. HEK293 Gal4-DAX1 luciferase reporter, luminescence. P51843. inhibition, % at 6.75 µM. AID 504766. hit rate 0.99% among 340,000;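 active = inhibition above the mean over all tested compounds plus 3 SD, cut at about 4.2% in these data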;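 note: 0% = DAX1-transfected cells with DMSO and 100% = empty-vector control cells with DMSO; inhibition shows as a rise in luminescence from relieved DAX1 repression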
Rev-erbA mod = Rev-erb alpha (human) modulation; P20393; Rev-erbα–FITC-DNA binding, fluorescence polarization, 90 min; activity, % at 10 µM; hit rate 0.79% among 370,000; AID 1259318;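 active = activity above about 14%, limit read from the data; passing the limit was not always enough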;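 note: 0% = DMSO wells with 35 nM protein and 100% = DMSO wells with 750 nM protein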
SMARCA2 activ = SMARCA2 function activation, primary screen; MG213 cells, MMTV-luciferase reporter, dexamethasone, overnight; activation, % at 9.1 µM; hit rate 1% among 370,000; AID 652017; in the data active = activation above about 7.8%;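 note: 0% = vehicle wells and 100% = reference activator wells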
MBD2 DNA inh = MBD2-methylated oligo binding inhibition; Q9UBB5; hit rate 0.31% among 370,000; inhibition, % at 4.4 µM; TR-FRET, MBD2 binding to methylated oligonucleotide; in the data active = inhibition above about 13%
hcDAF-12 act = H. contortus DAF-12 activation, primary screen; HEK293 hcDAF-12 lit1-tk-luc reporter, luminescence; 0% DMSO, 100% Δ7-dafachronic acid; activation, % at 6.8 µM; hit rate 1.4% among 370,000; AID 652067;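 active = activation above the mean of all tested compounds plus 3 SD, cut at about 5.5% in these data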;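 note: 100% = response to 3 µM Δ7-dafachronic acid high control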
PLCg1 inh = PLC-gamma1 (human) inhibition, primary screen; inhibition, % at 12.2 µM; purified PLC-gamma1, fluorogenic substrate, fluorescence; hit rate 0.84% among 370,000; AID 720700; P19174; in the data active = inhibition above about 9.5%
ssDAF-12 act = S. stercoralis DAF-12 activation, primary screen; HEK293 ssDAF-12/GRIP1 lit1-tk-luc reporter, luminescence; % of 3 µM dafachronic acid response; activation, % at 6.8 µM; hit rate 1% among 370,000; AID 652126;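 active = activation above the mean over all tested compounds plus 3 SD, cut at about 0.9% in these data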;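 note: 0% = DMSO-only wells and 100% = 3 µM delta7-dafachronic acid wells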
hgDAF12 agonist = hgDAF-12 agonism, primary luciferase screen; AID 687014; activation, % at 6.8 µM; HEK293 GAL4-hgDAF12 UAS-luciferase reporter, agonist luminescence; normalized to butyrate control; hit rate 1.8% among 370,000;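 active = activation above a cutoff set at the mean of all screened compounds plus 3 SD, cut at about 10% in these data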;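 note: 0% = DMSO wells and 100% = sodium butyrate wells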
PLC-beta3 inh = inhibitors of human phospholipase C beta3; Purified PLC-beta3, fluorogenic substrate, fluorescence; Q01970; hit rate 0.18% among 370,000; AID 720704; inhibition, % at 12.2 µM; in the data active = inhibition above about 11%;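 note: 0% = median of compound wells on plate and 100% = full blocker control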
Target sequence (Q01970 whole entry, looked up): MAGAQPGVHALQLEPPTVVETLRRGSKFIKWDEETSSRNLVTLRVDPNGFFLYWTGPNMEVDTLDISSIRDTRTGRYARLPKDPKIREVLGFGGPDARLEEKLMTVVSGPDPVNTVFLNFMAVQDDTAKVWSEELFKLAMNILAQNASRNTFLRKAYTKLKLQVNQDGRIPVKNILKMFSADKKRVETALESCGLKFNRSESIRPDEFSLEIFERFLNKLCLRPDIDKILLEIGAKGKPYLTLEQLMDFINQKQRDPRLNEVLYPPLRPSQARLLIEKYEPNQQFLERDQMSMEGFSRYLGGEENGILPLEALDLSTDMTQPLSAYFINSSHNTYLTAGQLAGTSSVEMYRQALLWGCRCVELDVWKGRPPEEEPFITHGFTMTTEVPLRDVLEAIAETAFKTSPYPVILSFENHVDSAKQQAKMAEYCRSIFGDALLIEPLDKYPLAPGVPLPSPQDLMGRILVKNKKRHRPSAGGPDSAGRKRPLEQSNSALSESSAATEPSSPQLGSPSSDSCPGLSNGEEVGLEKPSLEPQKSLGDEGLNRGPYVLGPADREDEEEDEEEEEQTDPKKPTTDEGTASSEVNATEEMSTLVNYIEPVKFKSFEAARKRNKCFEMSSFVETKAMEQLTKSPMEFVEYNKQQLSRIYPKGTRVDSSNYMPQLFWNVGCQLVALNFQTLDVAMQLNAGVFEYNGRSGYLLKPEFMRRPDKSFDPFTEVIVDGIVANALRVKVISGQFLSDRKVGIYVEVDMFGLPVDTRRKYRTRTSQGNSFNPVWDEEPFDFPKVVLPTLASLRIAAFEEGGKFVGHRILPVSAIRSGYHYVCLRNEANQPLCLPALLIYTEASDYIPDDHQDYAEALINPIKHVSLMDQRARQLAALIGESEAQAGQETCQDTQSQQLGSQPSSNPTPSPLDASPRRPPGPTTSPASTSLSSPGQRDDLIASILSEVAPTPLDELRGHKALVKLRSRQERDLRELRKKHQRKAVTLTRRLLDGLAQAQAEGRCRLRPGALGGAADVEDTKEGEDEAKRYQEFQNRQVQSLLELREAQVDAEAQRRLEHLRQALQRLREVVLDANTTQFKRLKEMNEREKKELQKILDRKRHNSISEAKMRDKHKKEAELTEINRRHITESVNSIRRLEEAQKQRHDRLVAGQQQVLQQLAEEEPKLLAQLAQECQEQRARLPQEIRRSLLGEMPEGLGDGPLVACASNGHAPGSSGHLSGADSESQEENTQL
The depositor's hits bear a star; i = inactive; / = not tested or not shown.

SMILES	DAX1 inh-1	ADAM17 inh	DAX1 inh-2	Rev-erbA mod	SMARCA2 activ	MBD2 DNA inh	hcDAF-12 act	PLCg1 inh	ssDAF-12 act	hgDAF12 agonist	PLC-beta3 inh
O=S(=O)(CC1NCCc2ccccc21)NCCc1ccccc1 (stereo not given)	-0.4	-5.6	/	7.3	-1.5	3.4	-0.7	1.2	-0.9	-0.2	-0.1
CCOCCCNc1c(CC)c(C)c(C#N)c2nc3ccccc3n12	0.2	-22.7	-0.9	3.2	-0.4	-3.8	-2.3	-203.5	-1.6	-1.7	-254.9
Cc1cc(C)nc(NS(=O)(=O)c2ccc(NC(=O)CSc3ncn[nH]3)cc2)n1	0.2	-7.2	5.8*	7.1	-5.3	-0.7	-0.9	3.9	-1.2	-1.9	-2.4
Cc1ccc(CNC(=O)c2cc3ccccc3oc2=O)cc1	0.0	-16.8	3.0	-2.3	-0.5	-2.4	0.7	-6.0	-0.2	1.2	-13.0
CC(=O)OCCCN1c2ccccc2Nc2nnc(-c3ccccc3)cc21	2.2	6.1	0.5	-2.1	1.6	-1.6	5.2	8.4	0.9	7.4	14.3*
COc1cccc(/C=C2\SC(=S)N(C(C)C(=O)NC3C=CS(=O)(=O)C3)C2=O)c1 (stereo not given)	-0.8	-0.8	-0.6	-1.2	-0.5	-4.5	2.6	-6.3	-1.4	4.5	-15.9
O=C(O)CSCC(=O)NCc1ccccc1Cl	-0.1	0.5	-0.3	4.1	0.4	-1.6	1.2	3.6	-0.5	-0.8	0.2
Cc1ccc(NC(=O)Cc2ccccc2Cl)cc1S(=O)(=O)N(C)C	0.4	2.1	-1.8	-3.3	-5.4	-2.1	-1.3	1.7	-1.1	-2.6	0.9
O=S(=O)(Cc1ccccc1)N1CCc2ccccc2C1	1.1	2.5	0.6	1.9	0.3	-0.5	-1.6	0.4	-1.4	-1.7	-0.6
COc1ccc(CNc2ncc(-c3ccc(Cl)cc3)n2C)c(OC)c1OC	-0.3	1.4	0.3	-6.1	-1.8	0.7	-3.4	-0.7	-1.2	0.9	-7.1
COc1cccc(CNS(=O)(=O)c2ccccc2Br)c1OC	1.0	-2.1	0.6	0.6	4.5	-2.6	-0.7	1.4	-1.1	-2.3	2.1
Cc1ccc2[nH]c(=O)c(C(c3nnnn3CCc3ccccc3)N3CCOCC3)cc2c1 (stereo not given)	0.1	-20.4	2.0	5.2	-2.2	0.1	0.6	-15.0	-0.4	2.2	-17.6
Cc1ccc(-c2nc3ccccc3o2)cc1NC(=S)NC(=O)c1cc2ccccc2o1	0.1	-5.9	-0.1	7.5	0.1	2.6	2.8	-6.0	-0.7	7.9	-4.2
CCCCNCCS(=O)(=O)NCc1ccccc1	1.5	-2.1	1.5	0.6	-3.9	-4.5	-0.1	2.3	-0.1	2.0	-1.2
COc1cccc(CCNC(=O)COc2cccc3c2OC(C)(C)C3)c1	0.6	-0.6	0.7	3.1	3.9	-6.1	-1.2	3.5	-0.9	0.8	-7.3
O=C(COC(=O)c1cc(=O)[nH]c2ccccc12)NCCc1ccccc1	0.1	-34.9	0.2	-3.4	3.1	1.2	-0.2	-121.1	-1.0	2.1	-153.9
COC(CNC(=O)c1c[nH]c2ccc(S(=O)(=O)N3CCC4(CC3)OCCO4)cc2c1=O)OC	0.3	-31.2	0.9	1.2	-4.8	0.8	-1.8	-2.7	-0.8	-2.7	-2.7
C=CC(C)(C)c1cc2cc3ccoc3cc2oc1=O	0.3	-3.3	0.9	1.2	0.7	-0.6	-0.7	-11.3	-1.2	0.1	-18.4
O=C(NCC1CCN(Cc2cccc(Cl)c2)CC1)Nc1ccc(Cl)cc1	-0.6	0.0	-0.5	-1.0	-2.0	1.5	-1.0	3.4	-1.7	-2.8	-4.3
COc1ccc(/C=C/CN2CCN(Cc3ccc(C)cc3)C(CCO)C2)cc1 (stereo not given)	0.2	-1.1	0.6	2.1	-1.7	-2.4	-0.2	3.6	-0.1	-1.9	-2.3

The closing 2 entries of the section above are carried over, then new ones follow:
SMILES	DAX1 inh-1	ADAM17 inh	DAX1 inh-2	Rev-erbA mod	SMARCA2 activ	MBD2 DNA inh	hcDAF-12 act	PLCg1 inh	ssDAF-12 act	hgDAF12 agonist	PLC-beta3 inh
O=C(NCC1CCN(Cc2cccc(Cl)c2)CC1)Nc1ccc(Cl)cc1	-0.6	0.0	-0.5	-1.0	-2.0	1.5	-1.0	3.4	-1.7	-2.8	-4.3
COc1ccc(/C=C/CN2CCN(Cc3ccc(C)cc3)C(CCO)C2)cc1 (stereo not given)	0.2	-1.1	0.6	2.1	-1.7	-2.4	-0.2	3.6	-0.1	-1.9	-2.3
O=C(C[n+]1ccccc1)Nc1ccccc1Br	0.4	-1.1	/	2.6	3.2	1.1	0.6	4.4	-0.8	-2.7	3.6
CCCOC(=O)Nc1nnc(CCC)s1	0.0	-2.3	0.6	-1.3	2.8	-10.3	0.5	0.8	-1.2	0.3	0.7
CCN(CC)C(=O)CSc1nnc(-c2cccs2)n1Cc1ccco1	-0.2	-0.2	-0.7	-7.0	1.1	0.8	-1.0	-0.6	-1.1	0.9	1.9
COc1ccc(/C(C)=N/NC(=O)Cc2c(C)nc(C)[nH]c2=O)cc1	-0.3	-4.7	2.2	-4.5	0.0	0.3	-0.9	-0.5	-1.0	3.0	2.0
N#Cc1ccc(NC(=O)COC(=O)CCc2nc3ccccc3c(=O)[nH]2)cc1	0.3	-7.8	2.2	-5.3	0.3	0.1	-2.6	0.0	-0.8	-0.9	-8.1
O=C(CCS(=O)(=O)Cc1ccccc1F)NCCc1ccc(Cl)cc1	0.0	-0.2	1.7	-4.8	-2.3	4.3	-0.1	-1.7	-0.5	0.3	-0.3
COc1ccc(CCN2CC(C(=O)Nc3nccs3)CC2=O)cc1OC (stereo not given)	0.3	3.3	0.1	-2.1	-1.5	-4.2	0.8	1.6	-1.1	0.8	-2.0
CC(=O)N1CCN(Cc2nc3cc(NC(=O)c4ccccc4C)ccc3n2C)CC1	0.8	-1.4	-1.3	-2.6	0.2	-0.2	-1.2	-6.2	-1.2	-1.3	0.0
CC(NS(=O)(=O)c1ccc(Br)cc1)C(=O)NCC1CCCO1 (stereo not given)	0.0	2.0	-1.1	6.1	-1.9	-4.6	-0.6	4.8	-1.1	-0.6	-0.9
Cc1cccc(C(=O)Nc2nnc(Cc3ccccc3)s2)c1	-0.3	0.8	2.2	3.7	-2.1	0.8	-1.1	-2.0	-1.0	-1.8	-7.5
CCOC(=O)C1CCCN(c2c(Nc3ccc(C)c(C)c3)c(=O)c2=O)C1 (stereo not given)	-0.9	2.8	0.0	-2.7	-1.6	2.1	1.1	2.0	-1.1	-2.3	1.5
O=c1[nH]cn[nH]1	1.1	-3.7	1.7	-1.5	-0.4	-0.6	-1.6	4.3	-1.0	-1.6	4.0
C#CCN1CC(N(C)CCOC(=O)CSc2ccccc2)CS1(=O)=O (stereo not given)	-1.1	-1.8	/	3.3	-4.7	4.1	-0.5	2.5	-0.9	4.7	2.3
CCCn1cc(S(=O)(=O)c2ccc(C)cc2)c(=O)c2cc(OC)ccc21	0.1	-10.7	0.9	-8.3	2.6	-0.6	-1.8	-1.5	-1.4	-1.5	-7.0
Cc1cccc(C(=O)Nc2ccccc2C(=O)OCc2c(C)noc2C)c1	0.8	2.8	-0.1	-2.2	0.5	3.0	-1.2	7.2	-1.1	-0.1	1.5
Cc1nnsc1-c1c(C(=O)O)c(C)nn1-c1ccc(OC(F)(F)F)cc1	-0.5	-4.2	3.2	-0.1	-3.0	-5.5	0.6	-0.6	-0.5	0.0	-0.8
Cc1ccc(S(=O)(=O)N2C[C@@H]3[C@H]4CC[C@H](C4)[C@@H]3[C@@H](C)[C@@H]2c2ccn([Si](C(C)C)(C(C)C)C(C)C)c2)cc1	-0.2	-4.5	-0.1	0.0	-5.0	1.5	-1.1	0.7	-1.3	0.7	-3.8
C/C(N)=C(/C#N)C(=O)COC(=O)c1ccc(OCC2CCCO2)cc1 (stereo not given)	-0.1	-6.0	-0.4	2.5	-0.2	1.9	2.4	1.6	-1.1	3.5	-6.9
O=C(NCCc1c[nH]c2ccccc12)[C@H](Cc1c[nH]c2ccccc12)NC1(C(=O)NC2CCCCC2)CCCCCCC1	/	2.0	/	1.8	/	11.2	1.5	2.1	-0.5	-1.4	3.3
Cc1cc(C)c(NC(=O)c2ccccc2N(C)S(C)(=O)=O)c(C)c1	0.6	-3.0	2.8	-1.0	-1.0	-6.0	0.8	-0.6	-1.6	0.5	3.7
CCC(C)c1ccc(N(C(=O)c2ccco2)C(C(=O)NC2CCCC2)c2cccnc2)cc1 (stereo not given)	-0.4	-0.4	-0.5	-1.2	8.1*	4.5	-1.7	-0.8	0.0	3.0	-7.1
COc1ccc(C(=O)NNC(=O)CSc2nnnn2-c2cc(OC)cc(OC)c2)cc1	-0.1	-1.3	0.4	-6.2	-0.8	-0.8	-1.6	-1.6	-1.0	0.6	-10.6
COc1cc(S(=O)(=O)Nc2ccc(C)cc2)ccc1N=Cc1c(C)[nH]n(-c2ccc(C)cc2)c1=O	0.2	2.8	-1.1	7.3	0.7	-1.9	1.4	0.4	-0.8	-1.9	2.0
CC(CC(=O)Nc1ccc2c(c1)c(=O)n(C)n2Cc1cccc(C(F)(F)F)c1)C(F)(F)F (stereo not given)	-1.4	-191.7	/	-3.1	-4.0	-8.1	-1.6	-115.5	-1.6	-3.6	-161.4
CCc1cc2c(CN3CCN(C)CC3)cc(=O)oc2cc1O	-0.2	i	2.0	-1.2	-3.6	-0.4	-0.1	i	-1.5	-1.6	i
CCN1C(=O)c2cccc3c(S(=O)(=O)NCCc4c[nH]c5ccccc45)ccc1c23	-0.8	-5.0	-1.5	-0.5	-4.9	0.7	-1.0	-121.9	-1.3	-1.0	-126.0
Cc1ccc(-c2cc(C(=O)N3CCOCC3)no2)cc1	1.2	-0.7	-2.2	1.6	-1.4	-4.9	1.8	0.6	0.1	7.5	-3.2
O=C(NC1CC(=O)N(c2ccc(Cl)cc2)C1)N1CCN(C(=O)c2ccco2)CC1 (stereo not given)	0.9	-4.7	1.9	-10.0	-2.5	0.0	-2.0	4.2	-0.1	-0.2	-0.3
COc1ccccc1NC(=O)Cn1ccn(-c2cccc3ccccc23)c(=O)c1=O	-0.3	0.7	-1.1	-1.4	-0.4	-0.6	-0.3	-5.2	-0.6	2.5	-7.3
COc1cc(/C=N/N2C(=O)C3C4c5ccccc5C(c5ccccc54)C3C2=O)ccc1O (stereo not given)	-0.3	1.9	2.5	-1.8	-3.7	-3.1	1.8	1.2	-0.5	6.5	3.4
COc1cc(OC)cc(C(=O)Nc2ncc3c(n2)CC(C)(C)CC3=O)c1	0.5	-4.0	0.1	-2.7	-3.2	1.2	-1.4	-0.3	-0.9	-1.8	1.6
CC1(C(=O)Nc2ccccc2)CCN1C(=O)Cc1ccc(-c2ccccc2)cc1 (stereo not given)	-3.8	3.6	/	-4.9	-3.0	2.9	-2.3	1.9	-2.0	-4.4	3.5
Cc1ccc(S(=O)(=O)NC2(C(F)(F)F)NC(=O)N(c3ccccc3F)C2=O)cc1 (stereo not given)	-0.1	0.9	-0.9	-3.6	-3.6	0.2	2.3	4.0	-1.5	-0.9	-3.6

Compounds as they come; about 7.4% have a hit in one of these screens.
